A549 tox: Nrf2 qHTS screen for inhibitors: counterscreen for cytotoxicity; hit rate 0.16% among 390,000; A549 ARE-Fluc cells, CellTiter-Fluor viability, 18-24 h; AID 504648, 2011; Potency, µM (top dose mostly 46 µM), inactives show at the highest dose activity change, negative = cytotoxicity, most hits filed as inhibitors; note: potency is the fitted concentration of half-maximal effect; % is set by controls: 0 for no effect and ±100 for the full control effect
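Cytotoxicity counterscreen: CellTiter-Fluor fluorescence was measured in A549 ARE_Fluc cells after 18-24 h of compound exposure in a concentration series. The subsequent BugLite luminescent read reports ARE-luciferase activity.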
EPAC2 ag: qHTS for Agonist of cAMP-regulated guanine nucleotide exchange factor 4 (EPAC2): primary screen | Potency, µM (top dose mostly 154 µM), inactives show top-dose activation, most hits filed as activators | AID 720711, 2013 | EPAC2 activation, biochemical qHTS; response scale: 100% = 6.5 mM cAMP response | Rap guanine nucleotide exchange factor 4 (Homo sapiens), Q8WZA2 | hit rate 0.079% among 360,000; note: potency is the fitted concentration of half-maximal effect; nearly all actives have a fitted effect of over 50% in size
Target sequence (Q8WZA2 whole entry, looked up): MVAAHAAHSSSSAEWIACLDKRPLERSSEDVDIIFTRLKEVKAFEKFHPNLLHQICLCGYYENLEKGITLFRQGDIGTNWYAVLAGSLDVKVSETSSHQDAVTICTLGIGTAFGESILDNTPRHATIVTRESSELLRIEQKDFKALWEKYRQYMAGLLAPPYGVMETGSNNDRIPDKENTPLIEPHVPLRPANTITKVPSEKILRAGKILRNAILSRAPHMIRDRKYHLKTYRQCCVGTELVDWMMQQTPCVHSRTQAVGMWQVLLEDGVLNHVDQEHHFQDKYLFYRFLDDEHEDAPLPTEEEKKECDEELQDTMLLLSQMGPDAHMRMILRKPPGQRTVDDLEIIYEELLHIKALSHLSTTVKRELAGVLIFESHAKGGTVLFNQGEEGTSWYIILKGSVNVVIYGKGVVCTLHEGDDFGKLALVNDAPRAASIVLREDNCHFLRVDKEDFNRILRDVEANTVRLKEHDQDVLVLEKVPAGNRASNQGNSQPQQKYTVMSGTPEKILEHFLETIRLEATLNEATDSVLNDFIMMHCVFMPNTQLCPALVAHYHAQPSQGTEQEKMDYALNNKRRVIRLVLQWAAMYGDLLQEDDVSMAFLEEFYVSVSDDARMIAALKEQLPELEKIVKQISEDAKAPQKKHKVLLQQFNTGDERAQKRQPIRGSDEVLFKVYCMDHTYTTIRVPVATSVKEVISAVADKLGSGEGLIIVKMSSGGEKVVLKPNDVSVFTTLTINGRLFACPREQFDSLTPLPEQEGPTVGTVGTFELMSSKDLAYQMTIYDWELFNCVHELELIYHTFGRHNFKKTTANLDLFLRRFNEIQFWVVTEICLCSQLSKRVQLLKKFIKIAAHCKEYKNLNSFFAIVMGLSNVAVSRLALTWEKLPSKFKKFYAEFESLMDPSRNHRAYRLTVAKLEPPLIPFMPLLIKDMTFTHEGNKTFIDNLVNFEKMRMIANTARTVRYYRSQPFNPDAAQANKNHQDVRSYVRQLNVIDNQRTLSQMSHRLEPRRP
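In this primary screen, activation is scored as increased exchange of BODIPY-GDP from Rap1B by 100 nM EPAC2, with 50 uM GDP as competitor. Signal is normalized to the 6.5 mM cAMP agonist control.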
ATXN2 expr inh: Primary qHTS for Inhibitors of ATXN expression; HEK-293 ATXN2-luciferase reporter, luminescence, 24 h; Potency, µM (series often up to 57 µM), without a hit: top-dose activity change, negative = inhibition, hits mostly inhibitors; hit rate 0.72% among 360,000; AID 1745845, 2022; note: potency is the fitted concentration of half-maximal effect; % is set by controls: 0 for no effect and ±100 for the full control effect; nearly all actives have a fitted effect of over 55% in size
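qHTS (up to 57 uM final) was run with 24 h compound exposure of reporter cells at 37 °C. Each well was multiplexed: SteadyGlo luminescence measured ATXN2-luciferase expression after a fluorogenic Gly-Phe-AFC viability readout (25 uM final).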
TGFb SMAD3 inh: qHTS for Inhibitors of TGF-b. hit rate 1.2% among 410,000. AID 588855, 2011. HepG2 CAGA-GFP TGF-b/SMAD3 reporter, GFP fluorescence, 18 h; TGF-beta stimulated, 500 pg/mL final. Potency, µM (top dose mostly 46.1 µM), inactives show at the top dose activity, negative = inhibition, most hits filed as inhibitors; note: potency is the fitted concentration of half-maximal effect; % is set by controls: 0 for no effect and ±100 for the full control effect; nearly all actives have a fitted effect of over 65% in size
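First, reporter cells (HEPG2 CAGA-GFP) rested 2 h at 37 degrees C. Next, compounds were pinned in and TGF-beta added to 500 pg/mL final. After 18 h, GFP was imaged per cell and summed per well.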
IL-2 act: qHTS of IL-2 Activators. IL-2 activation reporter assay, cell-based qHTS; stimulated with anti-CD3/CD4/CD28 beads; in transgenic mouse T cells. activation, % (series mostly up to about 46 µM). hit rate 0.065% among 360,000; in the data active = activation above about 50%; inconclusive = mostly about 30% to 49%; note: 0% is about no effect
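Readout is EGFP and DsRed signal by fluorescent plate cytometry after 18 h at 37 degrees C. Transgenic mouse T cells (750/well) received compound for 60 min before bead stimulation (anti-CD3, anti-CD4, anti-CD28); memory T cells served as non-tolerant control.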
Nrf2 inh: Nrf2 qHTS screen for inhibitors; hit rate 2.1% among 360,000; Potency, µM (titrated, usually from 46 µM), for inactives: at the top dose activity change, negative = inhibition, actives largely listed as inhibitors; A549 ARE-Fluc reporter, luciferase luminescence, 18-24 h; AID 504444, 2011; note: potency is the fitted concentration of half-maximal effect; % is set by controls: 0 for no effect and ±100 for the full control effect; nearly all actives have a fitted effect of over 60% in size
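Two sequential reads on A549 ARE_Fluc cells exposed to compound for 18-24 h: a CellTiter-Fluor fluorescence read for viability, then a luciferase luminescence read for Nrf2/ARE activity.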
Nrf2 activator: qHTS of Nrf2 Activators; AREc32 ARE-luciferase reporter (MCF7-derived line), luminescence, 24 h; AID 624171, 2012; Potency, µM (highest dose often 46.1 µM), inactives show at the top dose activation, most hits filed as activators; hit rate 0.31% among 410,000; note: potency is the fitted concentration of half-maximal effect; % of control where 0% means no effect; nearly all actives have a fitted effect of over 65% in size
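Luminescent ARE reporter assay in AREc32_Fluc cells: overnight plating at 37 deg C, 24 hr compound incubation, Steady-Glo added, 30 min RT before reading.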
ATXN viability: Viability Counterscreen for Primary qHTS for Inhibitors of ATXN expression; S2 cells (HEK-293 line with an ATXN2-luciferase reporter) viability, CellTiter-Fluor protease fluorescence, 24 h; Potency, µM (top dose mostly 56.7 µM), usual class: cytotoxic; hit rate 0.49% among 400,000; note: potency is the fitted concentration of half-maximal effect; nearly all actives have a fitted effect of over 40% in size
HepG2 tox: qHTS for Inhibitors of TGF-b: Cytotox Counterscreen. Potency, µM (series often up to 46.1 µM), without a hit: at the top dose activity change, negative = cytotoxicity, hits mostly cytotoxic. HepG2 CAGA-GFP viability, ATP luminescence, 18 h. hit rate 0.76% among 410,000. AID 588856, 2011; note: potency is the fitted concentration of half-maximal effect; some results filed as inactive show a strong effect at the top dose
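HepG2 CAGA-GFP cells (1000/well, DMEM with 1% FBS) received compound, then TGF-beta at 500 pg/mL final, and were incubated 18 hours at 37 degrees C. Viability was read by CellTiter-Glo luminescence. Media-only wells were set as complete cell-killing and DMSO as no toxicity.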
Starred values were filed as active, the others as inactive; i = inactive; ? = inconclusive; . = no result given; & = joins results of further samples; [ ] = another dose, or the depositor's remark. Unless noted, calls come from the whole dose curve; as a rule, active = well fitted curve in the direction sought with a large enough effect; inconclusive = small, poorly fitted or top-dose-only effect, or another doubt; inactive = no such curve, though single readings can be large; an effect the other way counts as inactive or inconclusive. Rows are unselected; overall some 4.3% were active at least once.

no.	SMILES	EPAC2 ag	TGFb SMAD3 inh	A549 tox	IL-2 act	HepG2 tox
1	CCC(Sc1nncn1C)C(=O)Nc1nnc(-c2ccc(Cl)cc2)s1 (stereo not given)	-8%	10%	0%	-2.2	6%
2	NS(=O)(=O)c1ccc(CNC(=O)/C=C/c2c(F)cccc2Cl)cc1	8%	-10%	0%	-0.8	10%
3	O=C(O)c1cnn2c(C(F)(F)F)cc(-c3ccccc3)nc12	5%	0%	2%	4.0	-6%
4	Cc1ccc(S(=O)(=O)c2nc(-c3cccs3)oc2N2CCC(C(N)=O)CC2)cc1	5%	16%	0%	-0.9	10%
5	Cc1ccc(NS(=O)(=O)c2ccc3[nH]c(=O)oc3c2)c(C)c1	-7%	-7%&-4%	3%&0%	-1.7	-10%&2%
6	CCC(/C=N/NC(=O)C1COc2ccccc2O1)CC (stereo not given)	8%	-18%	1%	-2.1	-6%
7	CCOC(=O)c1cc(C#N)c(SCC(N)=O)[nH]c1=O	14%	21%	0%	0.0	-2%
8	Cc1cnc(C(=O)OCC(=O)NCCc2ccccc2)cn1	6%	18%	-3%	0.1	1%
9	COc1ccccc1N1CCN(S(=O)(=O)CCNC(=O)COc2ccccc2F)CC1	.	?	5%	.	-4%
10	CC1(C)C(c2cccs2)=[N+]([O-])C2(CCCCC/C2=N\NC(N)=O)N1O (stereo not given)	0%	0%	4%	-0.2	-3%
11	O=C1C(=Cc2ccc(Cl)cc2)CCc2ccccc21	9%	-17%	.	-0.4	-39%
12	COC(=O)CNC(=O)c1cccs1	7%	6%	13%	3.5	1%

no.	Nrf2 inh	ATXN2 expr inh	Nrf2 activator	ATXN viability
1	11%	34%	0.1%	i
2	-12%	.	4.1%	?
3	?	-1%	-0.1%	i
4	4%	-1%	0.0%	i
5	11%	1%	0.3%&-0.8%	i
6	1%	47%[activator]	0.0%	i
7	-19%	.	0.4%	i
8	21%	-1%	1.3%	i
9	.	.	2.6%	.
10	-20%	-3%	0.2%	i
11	.	24%	?	i
12	3%	-7%	0.3%	i

Some of the entries above, reformatted:
No. | molecule | EPAC2 ag | TGFb SMAD3 inh | A549 tox | IL-2 act | HepG2 tox | Nrf2 inh | ATXN2 expr inh | Nrf2 activator | ATXN viability
1 | CCC(Sc1nncn1C)C(=O)Nc1nnc(-c2ccc(Cl)cc2)s1 (stereo not given) | -8% | 10% | 0% | -2.2 | 6% | 11% | 34% | 0.1% | i
2 | NS(=O)(=O)c1ccc(CNC(=O)/C=C/c2c(F)cccc2Cl)cc1 | 8% | -10% | 0% | -0.8 | 10% | -12% | . | 4.1% | ?
3 | O=C(O)c1cnn2c(C(F)(F)F)cc(-c3ccccc3)nc12 | 5% | 0% | 2% | 4.0 | -6% | ? | -1% | -0.1% | i
4 | Cc1ccc(S(=O)(=O)c2nc(-c3cccs3)oc2N2CCC(C(N)=O)CC2)cc1 | 5% | 16% | 0% | -0.9 | 10% | 4% | -1% | 0.0% | i
5 | Cc1ccc(NS(=O)(=O)c2ccc3[nH]c(=O)oc3c2)c(C)c1 | -7% | -7%&-4% | 3%&0% | -1.7 | -10%&2% | 11% | 1% | 0.3%&-0.8% | i
6 | CCC(/C=N/NC(=O)C1COc2ccccc2O1)CC (stereo not given) | 8% | -18% | 1% | -2.1 | -6% | 1% | 47%[activator] | 0.0% | i
7 | CCOC(=O)c1cc(C#N)c(SCC(N)=O)[nH]c1=O | 14% | 21% | 0% | 0.0 | -2% | -19% | . | 0.4% | i
8 | Cc1cnc(C(=O)OCC(=O)NCCc2ccccc2)cn1 | 6% | 18% | -3% | 0.1 | 1% | 21% | -1% | 1.3% | i

(cont.)
no.	SMILES	EPAC2 ag	TGFb SMAD3 inh	A549 tox	IL-2 act	HepG2 tox
13	C[C@@H]1CN([C@@H](C)CO)C(=O)CCCn2cc(nn2)CO[C@H]1CN(C)S(=O)(=O)c1ccc(-n2cccn2)cc1	8%	25%	.	-0.4	0%
14	O=C(NC1CCCCC1)c1ccc(Cn2cc(Br)cn2)o1	4%	-2%	-13%	0.4	-2%
15	N#CN1CCC(NS(=O)(=O)c2ccc(C(F)(F)F)cc2)CC1	13%	-6%	?	-0.1	-15%
16	CC1(C)Cc2cccc(OCC(=O)NCc3cccs3)c2O1	3%	15%	2%	-0.8	33%
17	COc1cc(C)c(NC(=S)Nc2ccc(Cl)c(Cl)c2)cc1OC	21%	0%	15%	-1.8	-46%
18	COC(=O)c1ccc(NC(=O)CN2CCN(c3ccccc3C)CC2)cc1	10%	-27%	-2%	-0.3	-21%
19	CN(C)c1cccc(C(=O)OCCNC(=O)c2cccc(S(=O)(=O)N3CCOCC3)c2)c1	6%	-10%	-1%	-0.5	-2%
20	Cc1ccnc(SCCn2c(N3CCC(C)CC3)nc3c2c(=O)n(C)c(=O)n3C)n1	-6%	1%	2%	-0.4	-5%
21	O=C(COc1cccnc1[N+](=O)[O-])Nc1ccc2c(c1)OC(F)(F)O2	-2%	0%	11%	0.2	-11%
22	CC(=O)N/C(=C/c1ccc(OC(F)F)cc1)C(=O)O	4%	-5%	-4%	-6.5	-6%
23	O=C(NNC(=O)c1cc(OCC(F)(F)F)ccc1OCC(F)(F)F)c1ccc(Cl)c(Cl)c1	-2%	?	-14%	0.9	-43%
24	CC(NC(=O)c1sc2ccccc2c1Cl)C1CCCO1 (stereo not given)	5%	16%	7%	-1.5	3%

no.	Nrf2 inh	ATXN2 expr inh	Nrf2 activator	ATXN viability
13	.	-6%	-0.7%	i
14	2%	-8%	-0.6%	i
15	2%&7%	-6%	0.1%	i
16	-1%	-4%	2.9%	i
17	-1%	-5%	-0.7%	i
18	10%	-17%	-0.4%	i
19	-15%	-22%	2.0%	i
20	-7%	6%	0.2%	i
21	-8%	-7%	2.0%	i
22	6%	4%	3.8%	i
23	?	?	2.6%	i
24	23%	12%	0.7%	i

Additional structures
no.	SMILES	EPAC2 ag	TGFb SMAD3 inh	A549 tox	IL-2 act	HepG2 tox
25	Cc1ccc(C)c(NC(=O)CN(C)S(=O)(=O)c2ccc(F)cc2)c1	3%	-13%	5%	-1.1	-1%
26	CCCNC(=O)c1cc(SC)ccc1Cl	10%	6%	0%	-1.1	-13%
27	CCCn1c(C)cc(C(=O)COC(=O)c2cc(=O)[nH]c3ccccc23)c1C	13%	-13%	.	-2.1	18%
28	O=c1c2ccccc2nnn1CSc1nnc(Nc2ccccc2)s1	-4%	-11%	-4%	-1.8	2%
29	CCOC(=O)c1ccc(NC(=O)C(=O)NCC2CCCO2)cc1 (stereo not given)	2%	0%	11%	-0.5	-51%
30	Cc1ccc(NC(=O)CN(C)C(=O)CSc2nc3ccccc3o2)cc1	4%	5%	-11%	3.4	3%
31	O=CN1CCN(C(=O)CC(c2ccccc2)c2cc(Br)ccc2O)CC1 (stereo not given)	18%	-3%	6%	-0.3	-5%
32	O=C1C(=Cc2ccccc2O)SC(=S)N1CCCN1CCOCC1	10%	-16%	.	-2.2	-13%
33	COc1ccc(C(=O)OCCN2CCOCC2)cc1OC	5%	0%	-1%	-0.9	10%
34	CCCn1c(=O)c(C(=O)NCc2cccnc2)c(O)c2ccccc21	15%	-15%	-1%	-2.2	-4%
35	COc1ccc(OC)c(S(=O)(=O)N2CCN(C(=O)c3cc(C4CC4)nn3-c3ccccc3)CC2)c1	8%	-12%	-9%	0.9	-14%
36	Cn1c(=O)c2c(nc(C3CC4C5CCC(C5)C4C3)n2C)n(C)c1=O (stereo not given)	-3%	3%	-3%	-4.0	6%

no.	Nrf2 inh	ATXN2 expr inh	Nrf2 activator	ATXN viability
25	0%	-9%	1.8%	i
26	8%	-1%	-1.2%	i
27	.	.	8.5%	i
28	-7%	1%	2.2%	?
29	?	11%	0.6%	i
30	.	7%	0.0%	i
31	-2%	-18%	-0.5%	i
32	.	.	6.2%	?
33	?	12%	-0.3%	i
34	-29%	?	0.3%	i
35	26µM*	2%	0.2%	i
36	?	7%	-0.4%	i

More compounds follow:
no.	SMILES	EPAC2 ag	TGFb SMAD3 inh	A549 tox	IL-2 act	HepG2 tox
37	Cc1[nH]c2ccc(F)cc2c(=O)c1SC(F)(F)C(F)F	-3%	?	4%	-2.3	-4%
38	CC(C)c1ccc(CN2CC(C(=O)O)CC2=O)cc1 (stereo not given)	11%	-2%	3%	0.4	-9%
39	COc1ccc(C2C(C(=O)c3ccco3)=C(O)C(=O)N2CCN2CCOCC2)c(OC)c1 (stereo not given)	6%	-9%	0%	0.2	-7%
40	Cc1nc(C)n(C(C)CC(=O)O)n1 (stereo not given)	5%	-10%	-5%	-1.5	1%
41	Cc1nn(C(=O)/C(C#N)=C/N(C)C)c(C)c1C	11%	13%	8%	-0.3	12%
42	COC(=O)NNC(=O)COc1cc(C)ccc1C	-3%	-5%	4%	-0.2	6%
43	C/C(=C\C(=S)Nc1ccccc1)Nc1ccc2ccccc2c1	3%	?	2%	0.2	-42%
44	CCOc1ccc(Nc2nc(NCc3ccco3)nc(N)c2[N+](=O)[O-])cc1	0%	0%	-1%	0.9	-51%

no.	Nrf2 inh	ATXN2 expr inh	Nrf2 activator	ATXN viability
37	?	-8%	-0.5%	i
38	-19%	-1%	0.2%	i
39	-4%	-14%	7.2%	i
40	3%	-10%	0.3%	i
41	1%	5%	-0.3%	i
42	4%	-5%	2.3%	i
43	13%	-1%	13%	i
44	-6%	-5%	-0.6%	i

Source: PubChem (National Center for Advancing Translational Sciences (NCATS))
